bCat nuc transl – modulators of beta-catenin nuclear translocation | nuclear translocation activity, % at 5 µM | HeLa beta-catenin nuclear translocation, immunofluorescence imaging | 0.3% of 190,000 active | AID 1665;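 active means nuclear translocation activity above 50% at 5 µM, with a well cell count of 50 or more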;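 further: per-cell ratio of nuclear to cytoplasmic median beta-catenin stain intensity; plate controls were DMSO negative control for no effect and GSK-3 inhibitor IX positive control for full effect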
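Signal – beta-catenin immunofluorescence imaging with DAPI · Test system – human HeLa cell line · Dosing – 5 µM primary single dose, 0.1% DMSO, 0.02–20 µM confirmation series · Measure – % activation, nuclear-to-cytoplasmic median beta-catenin signal ratio per cell · Incubation – 24 h compound exposure at 37°C, 5% CO2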
NOD2 inhibition – inhibition of NOD2-driven NF-kB reporter – cell-based, luminescence, uHTS, HEK293 (AID 1566); HEK293 NOD2/NF-kB luciferase reporter, luminescence; higher % means a stronger effect; one-dose inhibition, % at 4 µM; EC50 in µM for titrated hits; 0.63% of 290,000 active; in the data active means inhibition above about 50%; further: many of its hits are not listed in these tables
WT yeast gro inh – growth inhibition of WT yeast, mitochondrial fusion screen; AID 1362; mitochondrial fusion phenotypic screen, WT strain; 2.1% of 190,000 active; inhibition, % at 10 µM; in the data active means inhibition above about 58%; tested in S. cerevisiae
Insulin prom up – MIN6 insulin promoter up-regulation | 0.3% of 190,000 active | AID 1625 | z-score at 5 µM | MIN6 insulin promoter-GFP reporter, high-content imaging; hits give high values;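 active means z-score above 3 at 5 µM with at least 500 cells counted in the well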
Yfh1-off respiration – enhancers of respiration in Yfh1-depleted yeast, dose response, Friedreich's ataxia, plus single-dose screen (AID 1465) | S. cerevisiae Yfh1-off respiration, WST-1 reduction, 72 h; higher fold induction means a stronger effect | fold induction at 50 µM, or EC50 in µM where a hit was titrated | 0.074% of 220,000 active;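 active means fold induction of absorbance versus untreated yeast above a set limit, then at least 30% activation at any dose in follow-up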;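 further: activators that raise dye reduction in frataxin-depleted yeast; strong numbers were not always called active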
Autophagy mod – autophagy modulation, high-content screen; MEF GFP-LC3 puncta imaging; test concentration mostly 10 µM; calls only at 10 µM (by protocol); 0.98% of 190,000 active;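 active means percentage of spot-positive cells more than 3 SD above its plate mean, without a fluorescence outlier flag or 80% toxicity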;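 further: spot-positive cell cutoff set from DMSO-treated cells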
Dynein transport – blocks dynein driven cargo transport along microtubules; 3617.4 mouse cells, GR-EGFP nuclear translocation imaging; test concentration mostly 20 µM; stimulated with dexamethasone, 1 µM; hits give low values; z-score, hits read low; 0.47% of 220,000 active;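 active means plate z-score of nuclear minus cytoplasmic receptor signal below a set negative limit, without overly bright fluorescence or cell loss, cut at about -3.5 in these data, passing the limit was not always enough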;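 further: z-score of nuclear minus cytoplasmic ring GR-EGFP intensity difference per well; some compounds called inactive have numbers as strong as hits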
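Buffer or medium: tet-free medium with charcoal-stripped serum / Also added: dexamethasone agonist, 1.0 µM final, for 30 min / Timing: induction 48 h, compound 1 h, agonist 30 min / Measured by: high-content fluorescence imaging after fixation / Read-out: nuclear-to-cytoplasmic GR-EGFP distribution per well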
MT stabilizer – microtubule stabilization, imaging screen; HeLa tubulin immunostaining HCS, 24 h; share of cells brighter than vehicle mean+2SD; 0.83% of 200,000 active; % tubulin-high responders, % at 10 µM;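 active means plate Z-score above 3 for both tubulin-high and condensed-nucleus cell shares, with cell loss under 80%, at 10 µM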;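 further: anti alpha tubulin signal scored within the nucleus-defined area of each cell; some results filed as inactive read as strong as hits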
Lipid droplet – modulators of hepatic lipid droplet formation | AID 1656 | 0.4% of 240,000 active | inhibition, % at 6.5 µM | AML12 mouse hepatocytes, oleate lipid droplets, BODIPY imaging;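 active means lipid droplet intensity inhibited by at least 50%, with more than 500 cells counted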
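Material – AML12 mouse liver cells · Also added – oleate loading, 100 µM · Compound dosing – 6.5 µM single-point dosing · Times – overnight treatment with compound plus oleate · Measured by – fluorescence imaging, 20x objective, two fields per well · Read-out – percent inhibition of filter-corrected integrated lipid droplet intensity per well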
WT yeast gro inh mutant strain – recorded beside WT yeast gro inh, whose call it bears; inhibition, %; mitochondrial fusion phenotypic screen, mutant strain inhibition
Dynein transport cytoplasmic EGFP – further read-out of Dynein transport, marked with its call; z-score; measured here: cytoplasmic GR-EGFP intensity; hits give high values
Dynein transport nuclear GR-EGFP – recorded beside Dynein transport, whose call it bears; z-score; measured here: nuclear GR-EGFP intensity;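 lower value marks the stronger effect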
Dynein transport cell count – second read-out of Dynein transport, no call of its own (marks repeat the call); z-score; measured here: cell count per field
Insulin prom up cell count – also measured in Insulin prom up; calls as there; cell count; measured here: cytotoxicity, nuclei count;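 total cells summed across four imaged fields per well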
Lipid droplet cells 6.5 µM – further read-out of Lipid droplet, marked with its call; cell count; measured here: cell count, cytotoxicity flag;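 cells counted across two imaged fields per well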
bCat nuc transl cell count 5 µM – recorded beside bCat nuc transl, whose call it bears; cell count; measured here: cell count, cytotoxicity flag
MT stabilizer Hoechst-high % – second read-out of MT stabilizer, no call of its own (marks repeat the call); % Hoechst-high responders; measured here: nuclear condensation Hoechst responders;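 share of cells brighter than vehicle mean plus two SD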
MT stabilizer cytotoxicity % – further read-out of MT stabilizer, marked with its call; toxicity, %; measured here: cytotoxicity by cell density;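 0% = mean cell density of plate MIN control wells and 100% = no cells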
Autophagy mod cell loss 18 h – further read-out of Autophagy mod, marked with its call; toxicity, %; measured here: cell loss, nuclei count;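 cell loss after 18 h compound exposure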
An asterisk follows results filed as active; i = inactive; . = no result given.

entry | SMILES | bCat nuc transl | bCat nuc transl cell count 5 µM | NOD2 inhibition | WT yeast gro inh | WT yeast gro inh mutant strain | Insulin prom up | Insulin prom up cell count | Yfh1-off respiration | Autophagy mod | Autophagy mod cell loss 18 h | Dynein transport | Dynein transport cytoplasmic EGFP | Dynein transport nuclear GR-EGFP | Dynein transport cell count | MT stabilizer | MT stabilizer Hoechst-high % | MT stabilizer cytotoxicity % | Lipid droplet | Lipid droplet cells 6.5 µM
1 | COc1ccc(C2N(c3cc(Cl)ccc3OC)C(=O)C3CCCN32)cc1OC (stereo not drawn) | . | . | 10% | 14 | 5 | -0.01 | 863 | i | i | 2 | -0.42 | -0.17 | -0.14 | 0.076 | 4.6 | 2.2 | 0.3 | . | .
2 | O=C(/C=C/c1cccc(Cl)c1)NCCN1CCOCC1 | -2.0 | 592 | -2% | 3 | 5 | -0.13 | 1091 | i | i | 0 | -0.1 | -0.3 | -0.39 | 0.66 | 3.0 | 2.9 | 7.0 | . | .
3 | C/C(=N\NC(=O)c1ccccc1C)c1ccc(NC(=O)c2cccs2)cc1 | -4.0 | 1421 | 6% | 5 | -1 | -1.1 | 1450 | . | i | -10 | 1.6 | -0.13 | 1.6 | -2.3 | 2.2 | 2.1 | 6.7 | . | .
4 | c1ccc(CNCC2COc3ccccc3O2)cc1 (stereo not drawn) | -2.3 | 1180 | -4% | -2 | 18 | . | . | i | i | 24 | 1.3 | -0.24 | 0.56 | 0.16 | 2.4 | 1.6 | 3.6 | 8 | 696
5 | CSc1ccc(N=Nc2c(C)[nH]n(C)c2=O)cc1 | -6.5 | 1195 | -10% | . | . | -0.5 | 1282 | i | . | . | -0.28 | -0.21 | -0.22 | -0.5 | . | . | . | 1 | 695
6 | COc1ccc(C2C(C(C)=O)=C(O)C(=O)N2CCc2ccccc2)c(OC)c1 (stereo not drawn) | -4.5 | 1269 | -15% | 18 | -2 | -1 | 1224 | i | i | 28 | 0.8 | -0.076 | 0.8 | -0.33 | 2.1 | 5.2 | 17 | 5 | 733
7 | CCc1nnc(NC(=O)c2ccc(COc3ccc(C)cc3)o2)s1 | -1.9 | 1019 | 7% | 0 | 0 | . | . | i | i | -2 | -0.18 | -0.14 | 0.22 | -0.56 | 1.7 | 2.5 | 31 | 2 | 656
8 | CCOc1cnc(-c2c(-c3ccccc3Cl)noc2C)o1 | -0.7 | 1100 | 8% | -13 | -1 | -1.1 | 1258 | i | i | 0 | -0.17 | -0.39 | -0.64 | 0.18 | 5.4 | 2.4 | 6.3 | -1 | 645
9 | CCCC(=O)N1CCc2cc(-c3nc(N)sc3C)ccc21 | 5.4 | 1296 | -68% | -8 | -13 | -0.18 | 1442 | i | i | 1 | -0.38 | -0.28 | 0.12 | -0.18 | 3.5 | 2.6 | 4.9 | . | .
10 | CC(C)N(C(=O)C(F)(F)F)C(C(=O)NC1CCCCC1)c1ccncc1 (stereo not drawn) | 0.4 | 1118 | 22% | -10 | -7 | . | . | i | i | -10 | -0.4 | -0.25 | -0.84 | 0.49 | 1.4 | 1.5 | 5.0 | -21 | 690
11 | COc1ccccc1NC(=S)NC(=O)/C=C/c1cccs1 | 0.2 | 1067 | 14% | 25 | 22 | . | . | i | i | -1 | -0.56 | -0.15 | -0.18 | 0.47 | 1.9 | 1.7 | 6.4 | 8 | 719
12 | Cc1ccc(C(=O)n2c3ccccc3c3ccccc32)cc1 | 96* | 360* | -16% | 16 | -25 | . | . | i | i | 36 | 1.1 | -0.19 | 0.67 | -0.96 | 44* | 26* | 60* | 6 | 789
13 | O=C(Nc1cccc(O)c1)c1ccc([N+](=O)[O-])cc1Cl | -0.9 | 1127 | -6% | 2 | 7 | 0.44 | 1080 | i | i | 9 | -0.61 | -0.26 | 0.36 | 0.25 | 4.7 | 1.6 | 5.1 | -15 | 685
14 | CC(C(=O)Nc1ccc([N+](=O)[O-])cc1)N1CCN(C/C=C/c2ccccc2)CC1 (stereo not drawn) | 3.5 | 1071 | -76% | 31 | 36 | -0.47 | 1441 | i | i | -1 | 0.48 | -0.25 | 0.42 | -0.58 | 3.2 | 2.3 | 8.5 | -6 | 593
15 | O=C1CC(c2ccc(F)cc2)Cc2nc(NCc3ccco3)ncc21 (stereo not drawn) | -1.4 | 878 | 7% | -1 | -8 | . | . | i | i | -37 | -0.096 | -0.18 | -0.024 | 0.46 | 2.1 | 2.0 | 4.3 | . | .
16 | CC(C(=O)Nc1ccccc1-c1ccccc1)N1CCN(S(=O)(=O)c2ccccc2)CC1 (stereo not drawn) | 0.2 | 1151 | -3% | 21 | -12 | -0.32 | 1433 | i | i | 13 | -0.94 | -0.21 | -0.68 | 0.3 | 5.1 | 1.8 | 6.7 | -16 | 674
17 | CCN1CCN(C(=O)c2ccc3c(=O)n(C4CCCC4)c(=S)[nH]c3c2)CC1 | . | . | 8% | 17 | 18 | -0.47 | 926 | i | i | 3 | -0.29 | -0.21 | 0.028 | -0.95 | 1.2 | 1.5 | 5.5 | -10 | 628
18 | c1ccc(-c2n[nH]nc2-c2ccccc2)cc1 | . | . | -16% | -8 | 6 | . | . | i | i | -1 | -0.53 | -0.3 | -0.11 | -0.045 | 1.8 | 1.5 | 8.2 | -2 | 718
19 | O=c1c(C(c2ccc(F)cc2)c2c(O)nc3n(c2=O)CCCS3)c(O)nc2n1CCCS2 | -0.7 | 1376 | 0% | . | . | -0.6 | 1061 | i | . | . | 0.056 | -0.27 | 0.15 | 0.71 | . | . | . | 6 | 722
20 | O=C(Nc1cnn(Cc2ccc(F)cc2)c1)c1cc(-c2ccco2)on1 | -2.9 | 1116 | -3% | 36 | 1 | -0.52 | 1180 | i | i | 14 | 1.3 | -0.23 | 1.7 | -1.8 | 1.2 | 1.5 | 4.2 | 36 | 783
21 | CC(C)NC(=O)NC(=O)CSc1nnc(C(F)(F)F)n1C | -0.5 | 1141 | 19% | -6 | 12 | -0.54 | 1184 | i | i | 7 | -0.44 | -0.17 | -0.19 | 1.8 | 2.5 | 2.3 | 12 | 1 | 721
22 | O=C(Nc1nccs1)[C@@H]1CCCN1C(=O)c1cccs1 | -5.0 | 1086 | 9% | -10 | 17 | -0.57 | 1239 | i | i | -2 | -0.98 | -0.32 | -0.15 | 1.2 | 4.3 | 1.8 | 6.6 | 30 | 734
23 | COc1cc(/C=C2\C(=O)N(c3ccccc3)N=C2C)ccc1Oc1ccc([N+](=O)[O-])cc1[N+](=O)[O-] | 4.6 | 1049 | 9% | 31 | 7 | 0.02 | 1312 | i | i | -2 | -0.93 | 0.37 | -0.65 | -1.4 | 4.2 | 1.4 | 3.9 | -4 | 712
24 | CCN1CCn2c3c(c4cc(C)ccc42)CCCC31 (stereo not drawn) | 0.0 | 1158 | -6% | 19 | 6 | 0.11 | 1025 | i | i | 4 | -0.36 | -0.19 | -0.33 | 0.8 | 2.0 | 1.9 | 5.9 | . | .
25 | CC(C)Cc1n[nH]c(=O)[nH]1 | -0.7 | 1015 | -4% | 11 | 8 | 0.92 | 1879 | i | i | 4 | -1.5 | -0.26 | -0.56 | 0.73 | 1.8 | 1.5 | 4.7 | -2 | 680
26 | CC(OC(=O)CCc1c[nH]c2ccccc12)C(=O)c1ccccc1 (stereo not drawn) | -0.4 | 977 | 14% | -20 | -9 | -0.37 | 1450 | i | i | -9 | -0.32 | -0.3 | 0.096 | 0.73 | 2.5 | 1.9 | 8.5 | 2 | 614
27 | O=C(CC1NCCNC1=O)NC1Cc2ccccc2C1 (stereo not drawn) | 0.1 | 1297 | 3% | . | . | 1.1 | 1108 | i | . | . | 0.57 | -0.27 | 0.35 | -0.48 | . | . | . | 13 | 794
28 | Clc1ccc(/C=N/NC(=Nc2ccccc2)c2ccccn2)c(Cl)c1 | 0.2 | 1309 | -11% | 74* | 74* | -0.17 | 1590 | . | i | -6 | -0.33 | -0.23 | -0.29 | 0.46 | 1.1 | 0.6 | 7.4 | . | .
29 | Cn1c(N2CCN(S(=O)(=O)c3ccc(Cl)cc3)CC2)nc2ccccc21 | 0.7 | 1555 | 9% | 10 | -6 | . | . | i | i | -1 | 0.68 | -0.23 | 0.5 | -0.17 | 1.5 | 2.3 | 11 | 5 | 721
30 | COc1c(O)cc2oc(-c3ccc(O)c(O)c3)cc(=O)c2c1O | 2.8 | 957 | -191% | . | . | -1.8 | 736 | i | . | . | 2.2 | -0.53 | 1.2 | -1.5 | . | . | . | -3 | 664
31 | COCCNC(=O)Cn1cc(/C=N/NC(=O)c2ccc(Oc3ccc(O)cc3)cc2)c2ccccc21 | 2.2 | 1008 | 20% | -19 | -8 | 1.1 | 1190 | i | i | 35 | 0.85 | -0.38 | 0.34 | -0.059 | 5.7 | 1.4 | 7.8 | -4 | 698

2 compounds picked at random from the list so far, as already listed:
entry | SMILES | bCat nuc transl | bCat nuc transl cell count 5 µM | NOD2 inhibition | WT yeast gro inh | WT yeast gro inh mutant strain | Insulin prom up | Insulin prom up cell count | Yfh1-off respiration | Autophagy mod | Autophagy mod cell loss 18 h | Dynein transport | Dynein transport cytoplasmic EGFP | Dynein transport nuclear GR-EGFP | Dynein transport cell count | MT stabilizer | MT stabilizer Hoechst-high % | MT stabilizer cytotoxicity % | Lipid droplet | Lipid droplet cells 6.5 µM
26 | CC(OC(=O)CCc1c[nH]c2ccccc12)C(=O)c1ccccc1 (stereo not drawn) | -0.4 | 977 | 14% | -20 | -9 | -0.37 | 1450 | i | i | -9 | -0.32 | -0.3 | 0.096 | 0.73 | 2.5 | 1.9 | 8.5 | 2 | 614
31 | COCCNC(=O)Cn1cc(/C=N/NC(=O)c2ccc(Oc3ccc(O)cc3)cc2)c2ccccc21 | 2.2 | 1008 | 20% | -19 | -8 | 1.1 | 1190 | i | i | 35 | 0.85 | -0.38 | 0.34 | -0.059 | 5.7 | 1.4 | 7.8 | -4 | 698

Bioassay records (PubChem)

These rows are one share of the data (hit frequency here may not be typical).
